Compound activity (PubChem BioAssay)
SSB-PriA inh = inhibitors of Klebsiella pneumoniae PriA binding to SSB C-terminal tail, primary screen, biochemical, AlphaScreen. AlphaScreen SSBct-PriA binding, biotinylated peptide. inhibition, % at 33 µM. 430,000 compounds, 0.6% hits. AID 1272365, 2023; in the data active = inhibition mostly above about 37%, no sharp cut-off; inactive = mostly below about 20%;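 note: plate controls were negative control peptide for no effect and reference peptide for full effect; strong numbers were not always called active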
* = called active by the depositor; & = joins results of further samples.

Structure,SSB-PriA inh
O=C(NCCC(CCO)c1ccccc1)C(=O)NCc1ccc2c(c1)OCO2 (stereo not given),-9
O=C(CCc1csc(NC(=O)c2ccc[nH]c2=O)n1)NCCc1c[nH]c2ccccc12,5
Nc1nc(-c2ccc(I)cc2)cs1,11
CS(=O)(=O)N1CCN(c2cnnc(N3CCCC3)c2)CC1,-3
O=C(CSc1nccn2nc(-c3ccc(Cl)cc3)cc12)NCCc1ccccc1,0
N#C/C(=C\c1ccc(C2CC2c2ccccc2)o1)C(=O)Nc1ccc(Cl)c(Cl)c1 (stereo not given),-5
O=C(NCC1CCCO1)C1CC(=O)N(C2CCOCC2)C1 (stereo not given),-1
O=C(CCSc1ccc(Cl)cc1)Nc1ccc(F)cc1,-89
Cc1csc(C(=O)NCC2(Sc3ccccc3)CCOCC2)c1,1
CCOC(=O)/C(C)=N/O,12
COc1ccc(-c2cc(=O)n(CC(=O)N3CCc4ccccc43)cn2)cc1,2
O=C(Nc1cccc(-c2nc3ccccc3s2)c1)c1nc2ccccc2s1,-8
COc1ccc(Cl)cc1C(=O)NCCOc1ccccc1,-35&-20
COc1ccc(CCNS(=O)(=O)c2ccccc2F)cc1OC,-21
c1cncc(-c2noc(C3CN(Cc4ccco4)C3)n2)c1,-12
CC(C)S(=O)(=O)c1ccc(CC(=O)N2CCC(CSC3=NCCS3)CC2)cc1,-3
CC(=O)NCC(=O)NCc1cncc(-c2ccsc2)c1,-26
CC(C)CS(=O)(=O)C1CCN(C(=O)c2c3ccc(Br)cc3nn2C)CC1,9
Cn1nc(C(=O)Nc2ccc(OC(F)(F)F)cc2)ccc1=O,-18
CCC(=O)N1CCc2ccc(NS(=O)(=O)Cc3ccccc3Cl)cc2C1,-12
O=C(Cn1ccc2ccccc21)N1CC(c2nc(-c3ccco3)no2)C1,13
O=C(Nc1nc(-c2ccccn2)cs1)c1ccncc1,157*
O=C(Cn1cnc2ccccc21)NN=Cc1ccccn1,-4
Cc1cc(/C=C2\SC(=N)NC2=O)c(C)n1-c1ccccc1,-15
CCOC(=O)c1c(NC(=O)CSc2nc(-c3ccc(OC)cc3)cs2)sc2c1CCCC2,-28
O=C(c1csc(-c2cnccn2)n1)N1CCN(c2ccccc2)CC1,-14
Cc1c(C=NNC(=O)c2ccc(O)cc2)c2ccccn2c1C(=O)c1ccc(F)cc1,-14
Cn1nc(CN(Cc2ccco2)C(=O)c2cccnc2)c2c1CCC2,-9
O=Cc1cn(-c2nc(-c3ccccc3)c3cc(Br)ccc3n2)nc1-c1ccccc1,3
CCOC(=O)c1c(-c2ccccc2)c2cc([N+](=O)[O-])ccc2[nH]c1=O,1
NNc1nc(N)nc(-c2ccccn2)n1,152*
Cc1nnsc1C(=O)NCC(C)(O)c1cc2ccccc2s1 (stereo not given),-10
CC(=O)Nc1ccc(S(=O)(=O)N(C)C[C@H](O)Cn2c3ccccc3c3ccccc32)cc1,8
NC(=NOC(=O)c1cccc2ccccc12)c1cccnc1,-7
O=C(Nc1cc(N2CCCC2)ncn1)C1c2ccccc2Oc2ccccc21,-10
Cn1nnn(-c2ccc(NC(=O)c3ccc(Cl)s3)cc2)c1=O,-5
Cc1cc(C)n(CCC(=O)NN=Cc2ccc(O)cc2)n1,0
CC(Cn1nc([N+](=O)[O-])cc1C)=NNC(=O)c1cccc(Br)c1,3
COc1ccc(Nc2nc(NCc3ccco3)nc(NN=Cc3ccc(O)cc3)n2)cc1,24
Cn1cccc1-c1cc(C(=O)NN=Cc2ccc([N+](=O)[O-])cc2)[nH]n1,2
COc1ccc(SCC(=O)Nc2nc(-c3ccc(C)c(C)c3)cs2)cc1,-3
CC(CC(=O)NC12CC3CC(CC(C3)C1)C2)=NNC(=O)c1ccc(F)cc1,-10
COC(=O)c1ccc2c(=O)n(CCC(=O)NCc3cccc(OC)c3)c(=S)[nH]c2c1,4
O=c1c2ccccc2cc2n1CCCCC2,-18
CCC(=NNC(=O)CNC(=O)/C=C/c1ccco1)c1ccccc1,-6
COCCn1c(SCc2ccccc2Cl)nc2cc(C(=O)NC(C)C)ccc2c1=O,7
NC(=NOC(=O)c1ccc(F)cc1)c1cccc([N+](=O)[O-])c1,-19
Cc1cc2ncn(N=Cc3ccc([N+](=O)[O-])o3)c2cc1C,-2
O=C(Nc1cccc(-c2cnc3n2CCC3)c1)c1ccc(Br)o1,-5
O=C(Nc1ccc2c(c1)OCO2)c1oc2ccccc2c1NC(=O)C(c1ccccc1)c1ccccc1,-3
COc1cc(C(C)=NNc2ccc(C(=O)O)cc2)cc(OC)c1OC,-3
O=C(CCC(=O)Nc1cccc2ccccc12)NN=Cc1ccco1,-4
O=C(c1ccc(Br)o1)N1CCC(CSCc2ccco2)CC1,2
Cc1ccc(C=Nn2nnnc2N)cc1,-2
COc1cccc2sc(N(Cc3ccccn3)C(=O)c3ccc(F)cc3F)nc12,0
COc1cc(C)c(Cl)c(C)c1S(=O)(=O)N1CCN(c2ccccc2)CC1,-22
Cc1cc(OC2CCN(S(=O)(=O)c3cccc4cccnc34)CC2)cc(=O)o1,-7
O=C(CSc1nccn1Cc1ccc(F)cc1)Nc1ccc(Cl)c(Cl)c1,25
COc1ccc(Cl)cc1NC(=O)Nc1c(C)nc(N2CCOCC2)nc1C,-23
O=S(=O)(c1ccc(Cl)s1)N1CCN(Cc2nc(-c3ccco3)cs2)CC1,-3

(more compounds)
Structure,SSB-PriA inh
COc1cccc(C=NNC(=O)C(=O)NCc2ccco2)c1O,4
O=C(CSc1ccc(F)cc1)NCC1CCN(C(=O)c2cccnc2)CC1,-37
O=C(c1cc(=O)c2ccccc2o1)N1CCC(CSCc2ccco2)CC1,-6
C#CC1(OCC(O)CN2CCOCC2)CCCCC1 (stereo not given),-11
O=[N+]([O-])c1cccc(/C=C2\CCC(C=NNc3ccc4ccccc4n3)=C2N2CCOCC2)c1,5
O=S(=O)(c1ccccc1Cl)N1CCC(c2cccs2)CC1,-14
COc1ccc(S(=O)(=O)Nc2ccc3c(c2)CCC(=O)N3)cc1F,-6
O=C(c1cccc(Oc2ncccn2)c1)N1CCOCC1,-6
CCOc1ccc(NC(=O)N2CC[C@H](S(=O)(=O)c3ccccc3)C2)cc1,-14
CN(C)c1ncc(NC(=O)C(c2ccccc2)c2ccccc2)cn1,8
O=c1[nH]c(-[n+]2ccccc2)c(C=NNC([S-])=Nc2ccccc2)s1,1
O=S(=O)(c1cccs1)N1CCC(Oc2ncccn2)CC1,-7
CCOC(=O)c1ccc(NC(=O)c2ccc(=O)n(C)n2)cc1,4
Cc1ccc(-c2csc(NC(=O)C3CCCCN3S(C)(=O)=O)n2)c(C)c1 (stereo not given),12
COCC(=O)N1CCS[C@H](c2ccco2)CC1,-2
O=C(NCc1ccccc1-c1ccsc1)c1ccc(Cn2ccnc2)cc1,8
O=C(OC/C=C/c1ccccc1)c1ccc(S(=O)(=O)N2CCCCC2)cc1,-4&1
O=C(c1ccc(-c2ccc(F)cc2)cc1)N1CCC(Cc2ncc[nH]2)CC1,-8
O=C(CSCc1ccccc1)NN=Cc1ccccc1OCc1ccccc1,-18
Cc1cn2c(=O)c(C(=O)N(Cc3ccccc3)c3ccccc3)cnc2s1,-2
Cc1sc2nc(SCC(=O)NCC3CCCO3)n(-c3ccccc3)c(=O)c2c1C (stereo not given),-1
O=C1COc2cc(Cl)ccc2N1Cc1nc(-c2ccc3c(c2)OCO3)no1,-1
C=CCn1c(SCCC(=O)NCCc2ccccc2)nc2scc(-c3ccccc3)c2c1=O,-14
CC1(C)Cc2cccc(OCc3ccc(C(=O)NCc4cccs4)cc3)c2O1,3
CCCN1CCCc2cc(CCNC(=O)c3ccccc3F)ccc21,68*
CCOc1cc(C=NNc2nc(Nc3ccccc3)nc(N3CCCCC3)n2)ccc1OCC(=O)O,-5
O=C(CSc1nc2scc(-c3ccc(F)cc3)c2c(=O)n1-c1ccccc1)Nc1ccc(F)cc1,6
Cc1ccc(C2C(=C(O)c3ccc(Br)cc3)C(=O)C(=O)N2Cc2ccco2)o1 (stereo not given),-18
O=S(=O)(NCc1cccc(Oc2ccc(F)cc2)c1)c1cccnc1,-12
O=C(Nc1ccc2c(c1)N(C(=O)C1CC1)CC2)c1ccc(OC(F)(F)F)cc1,-2
CC1C(=NO)CC(c2ccccc2)NC1c1ccccc1 (stereo not given),-7
CCCN1CCCc2cc(CCNS(=O)(=O)c3ccc(OC)cc3C)ccc21,52*
O=C(NN=CC1C(=O)NC(=S)N(c2ccccc2)C1=O)c1cc(Br)c(O)c(Br)c1 (stereo not given),62*
COC(=O)c1[nH]c(C)c(C(O)=C2C(=O)C(=O)N(CCCN3CCOCC3)C2c2ccccn2)c1C (stereo not given),3
O=C(COc1ccccc1)Nc1nc(-c2ccc(Cl)cc2Cl)cs1,12
COc1cc(C(=O)Oc2ccccc2C=NNC(=O)c2ccc(C)c(Cl)c2)cc(OC)c1OC,-16
Cc1cc(OC[C@@H](O)Cn2cnc3ccccc32)ccc1Cl,-21
CCOc1cc(S(=O)(=O)NC[C@H]2CCCO2)c(C)cc1C,-10
O=C(CSc1ncnc2c1nnn2Cc1ccccc1F)N1CCOCC1,11
CON=C(C)CCS(=O)(=O)c1ccccc1,-2
CCOc1cc(-c2nnc(NC(=O)c3ccc(C)c(C)c3)o2)cc(OCC)c1OCC,-4
Cn1nc(CNC(=O)c2cc3ccccc3o2)c2ccccc2c1=O,-2
O=S(=O)(Nc1cccnc1)c1ccccc1F,5
O=C(CSc1ccc(F)cc1)NCC1CCN(C(=O)c2ccoc2)CC1,-23
COc1ccccc1CC(N)=NOC(=O)/C=C/c1ccccc1,-35

Molecules shown so far with a CF3 group:
Structure,SSB-PriA inh
Cn1nc(C(=O)Nc2ccc(OC(F)(F)F)cc2)ccc1=O,-18
O=C(Nc1ccc2c(c1)N(C(=O)C1CC1)CC2)c1ccc(OC(F)(F)F)cc1,-2

Other results:
Structure,SSB-PriA inh
O=C(COc1ccc(Cl)cc1)Nc1ccc2c(c1)N(C(=O)C1CCCC1)CC2,7
CCOc1ccc(-c2nc(CSc3nc4c(c(=O)[nH]3)CCC4)c(C)o2)cc1OC,-2
Cc1ccc2sc(N3CCN(C(=O)c4ccno4)CC3)nc2c1C,1
COc1ccc(S(=O)(=O)NN=C(C)c2ccc(C)o2)cc1,0
Oc1ccc(C=Nn2c(COc3ccccc3)n[nH]c2=S)cc1O,2
O=C(Nc1ccc2c(c1)OCCO2)C1CCN(c2cc(-n3cncn3)ncn2)CC1,-5
Cc1cc(C)nc(NC(=NS(=O)(=O)Cc2ccccc2)Nc2ccccc2Br)n1,-17
O=C([O-])c1ccc[n+]2c(O)c(-c3ccccc3)sc12,6
Cc1cc(C)cc(-n2ccnc(SCC(=O)Nc3ccc(F)c(Cl)c3)c2=O)c1,12
N#Cc1c(NC(=O)CCN2CCCC2)sc2c1CCCC2,3
CCc1c(C)nc(-n2nc(C)cc2C)n(CC(=O)N2CCC(C)CC2)c1=O,-1
CC(=O)Nc1nc(CC(=O)NC2CC2)cs1,-2
Cc1cccc(NC(=O)[C@@H]2CCCCN2S(=O)(=O)c2ccc(Cl)s2)n1,-11
Cc1cc(-c2nc3ccccc3[nH]2)c2ccccc2n1,8
Cc1ccc2sc(N(CCN3CCOCC3)C(=O)c3nc4ccccc4s3)nc2c1C,-3
Cc1nc[nH]c(=O)c1C,-9
Cc1ccc(-c2cnc(SCC(=O)Nc3ccc(F)c(C)c3)o2)cc1C,-8&-3
Cc1cc(S(=O)(=O)NC[C@@H](c2cccs2)S(=O)(=O)c2cccs2)ccc1F,-29
Cc1cc(NC(=O)CSc2nnc(Cc3cccn3C)n2-c2ccc(F)cc2)no1,-8
COc1ccc(CCNS(=O)(=O)c2ccc(NC(=O)CSc3nc4sc(C)c(C)c4c(=O)[nH]3)cc2)cc1OC,-2
Cc1ccc(CC(=O)Nc2ccc3sccc3c2)c(C)c1,0
Cc1cc(C(=O)NCCn2ncccc2=O)c(C)o1,-4
C=CCNC(=S)N=c1ccccn1CCC,7
COCC(=O)N1CCCc2ccc(NS(=O)(=O)c3cc(Cl)ccc3C)cc21,0
O=C(O)CCC(=O)NNc1ccc([N+](=O)[O-])cc1[N+](=O)[O-],1
COc1cc(C=NNC(=O)c2cc3ccccc3cc2O)ccc1OCCN1CCCCC1,1
CC(C)C(NC(=O)c1ccccc1)C(=O)NN=Cc1ccco1 (stereo not given),-6
O=C(Nc1nc(-c2cc3ccccc3o2)cs1)c1ccc(Cl)s1,-4
COC(=O)Oc1ccc(C=NNC(=O)CN(c2ccccc2Cl)S(C)(=O)=O)cc1OC,-2
CN(C)c1ccc(OC2CCN(C(=O)C3COc4ccccc4O3)C2)nn1 (stereo not given),-5

Sorted by SMILES length (falling): some entries from above
Structure,SSB-PriA inh
Cc1cc(NC(=O)CSc2nnc(Cc3cccn3C)n2-c2ccc(F)cc2)no1,-8
O=C(Nc1nc(-c2cc3ccccc3o2)cs1)c1ccc(Cl)s1,-4
C=CCNC(=S)N=c1ccccn1CCC,7

3 entries picked at random from the list so far:
Structure,SSB-PriA inh
Cc1cc(S(=O)(=O)NC[C@@H](c2cccs2)S(=O)(=O)c2cccs2)ccc1F,-29
CN(C)c1ccc(OC2CCN(C(=O)C3COc4ccccc4O3)C2)nn1 (stereo not given),-5
Cc1ccc(-c2cnc(SCC(=O)Nc3ccc(F)c(C)c3)o2)cc1C,-8&-3

A portion of the library (hit frequency here may not be typical).
